# Screens as filed in PubChem.
# APOBEC3G inh – APOBEC3G DNA deaminase inhibitors, primary screen, biochemical, fluorescence, single-stranded DNA substrate, uHTS; DNA dC->dU-editing enzyme APOBEC-3G (Homo sapiens), Q9HC16; recombinant A3G, ssDNA deamination FAM/TAMRA fluorescence; inhibition, % at 20 µM; actives 0.28% (n = 330,000);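 active = inhibition of at least 40% at 20 µM, with no more than 30% in the related APOBEC3A deaminase screen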;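 note: plate controls were DMSO wells with A3G for no effect and wells lacking A3G enzyme for full effect; some compounds called inactive have numbers as strong as hits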
# Target sequence (Q9HC16 whole entry, looked up): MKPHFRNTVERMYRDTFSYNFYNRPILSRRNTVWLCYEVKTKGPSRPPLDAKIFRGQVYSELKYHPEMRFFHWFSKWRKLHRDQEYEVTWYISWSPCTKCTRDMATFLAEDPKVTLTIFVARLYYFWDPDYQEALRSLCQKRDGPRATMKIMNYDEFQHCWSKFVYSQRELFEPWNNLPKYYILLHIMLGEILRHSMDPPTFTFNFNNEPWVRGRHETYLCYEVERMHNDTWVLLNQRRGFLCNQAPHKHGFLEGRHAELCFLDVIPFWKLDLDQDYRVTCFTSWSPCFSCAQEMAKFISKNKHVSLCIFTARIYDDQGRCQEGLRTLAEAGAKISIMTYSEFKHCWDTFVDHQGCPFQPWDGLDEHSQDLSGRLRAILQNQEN
# hIAP inh – human IAP inhibitors, primary screen, biochemical, luminescence, uHTS. Intestinal-type alkaline phosphatase (Homo sapiens), P09923. purified IAP, CDP-Star luminescence, 30 min. AID 2544, 2010. inhibition, % at 10 µM. actives 0.12% (n = 330,000);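 active = inhibition reaching a set limit with compound at 10 µM in the primary screen, cut at about 35% in these data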;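 note: plate controls were DMSO wells with enzyme for no effect and no-enzyme buffer wells for full effect; values of inactives mirror those of a sister screen read the other way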
# Target sequence (P09923 whole entry, looked up): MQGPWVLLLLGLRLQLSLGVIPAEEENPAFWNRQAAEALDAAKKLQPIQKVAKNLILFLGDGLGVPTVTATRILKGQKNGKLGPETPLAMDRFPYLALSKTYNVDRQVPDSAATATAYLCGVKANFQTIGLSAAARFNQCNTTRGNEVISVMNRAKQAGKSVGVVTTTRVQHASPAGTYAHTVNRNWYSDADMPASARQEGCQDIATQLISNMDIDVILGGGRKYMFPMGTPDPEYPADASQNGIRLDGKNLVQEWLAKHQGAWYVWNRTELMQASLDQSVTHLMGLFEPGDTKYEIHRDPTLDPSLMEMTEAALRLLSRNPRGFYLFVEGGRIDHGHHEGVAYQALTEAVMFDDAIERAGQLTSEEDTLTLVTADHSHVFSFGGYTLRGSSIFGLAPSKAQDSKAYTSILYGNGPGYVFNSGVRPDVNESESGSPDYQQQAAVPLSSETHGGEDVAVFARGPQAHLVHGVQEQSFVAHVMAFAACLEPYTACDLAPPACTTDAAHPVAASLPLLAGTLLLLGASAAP
# NALP3 yeast inh – NALP3 inflammasome inhibitors in reconstituted yeast, primary screen, luminescence, uHTS; inhibition, % at 10 µM; AID 2825, 2010; actives 0.39% (n = 330,000); Yeast reconstituted NLRP3/ASC/caspase-1, beta-gal luminescence, 24 h;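 active = inhibition of 50% or more; inactive = inhibition below 50%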;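 note: plate controls were induced DMSO wells for no effect and uninduced yeast grown without galactose for full effect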
# APOBEC3A inh – APOBEC3A ssDNA deaminase inhibitors, primary screen, selectivity assay for APOBEC3G inhibitor project, biochemical, FAM/TAMRA oligo cleavage fluorescence | DNA dC->dU-editing enzyme APOBEC-3A (Homo sapiens), P31941 | recombinant A3A, FAM/TAMRA ssDNA deamination fluorescence | inhibition, % at 20 µM | actives 0.41% (n = 330,000) | AID 493011, 2011;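 active = at least 40% inhibition at 20 µM here, with at most 30% in a related deaminase screen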;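 note: plate controls were A3A with DMSO for no effect and wells lacking A3A enzyme for full effect; some results filed as inactive read as strong as hits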
# mIAP block – inhibitors of mouse IAP, primary screen, biochemical, luminescence, uHTS; intestinal alkaline phosphatase [Mus musculus]; purified mouse IAP, CDP-Star luminescence, 30 min; inhibition, % at 10 µM; actives 0.2% (n = 330,000);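 active = inhibition of at least 40% at 10 µM in the primary screen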;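 note: plate controls were DMSO with enzyme for no effect and no enzyme wells for full effect; values of inactives mirror those of a sister screen read the other way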
# beta cell repl – inducers of MIN6 beta-cell proliferation, primary screen, ATP luminescence, uHTS; actives 0.29% (n = 330,000); MIN6 cells proliferation, ATPlite luminescence, 48 h; cells starved in 0.2% serum; 100% = growth in 10% serum; proliferation, % at 10 µM;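 active = compounds whose signal lies at least 3.5 SD above the mean of all wells on their plate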;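 note: 0% = DMSO-treated cells in low-serum medium and 100% = 10% serum control; some compounds called inactive have numbers as strong as hits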
# TIM10 inh – growth inhibitors of isogenic TIM10 control yeast, primary screen, counter-screen for tim10-1 yeast inhibitor project, luminescence, uHTS; S. cerevisiae TIM10 strain growth, BacTiter-Glo luminescence, 24 h; AID 463195, 2010; actives 1.4% (n = 330,000); inhibition, % at 10 µM;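 active = inhibition of 40% or more at the single tested concentration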;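 note: wild-type TIM10 isogenic control strain grown at permissive 25 °C; 0% = DMSO yeast wells and 100% = minimal medium wells without yeast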
# tim10-1 inh – growth inhibitors of tim10-1 mutant yeast, primary screen, luminescence, uHTS; S. cerevisiae tim10-1 ts strain growth, BacTiter-Glo, 24 h; AID 463190, 2010; inhibition, % at 20 µM; actives 2.2% (n = 330,000);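 active = inhibition of at least 40%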;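 note: mutant grown at 25 °C; 0% = DMSO wells with yeast and 100% = wells holding no yeast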
# mIAP act – activators of mouse IAP, primary screen, biochemical, luminescence, uHTS. muIAP, CDP-Star luminescence, 30 min; stronger effect = higher value; 1 = vehicle-only enzyme signal, 0 = enzyme-free wells. activation factor at 10 µM. actives 0.24% (n = 330,000). AID 2805, 2010;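 active = activation factor of at least 2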; note: the source names both 10 and 20 µM as test concentration; values of inactives mirror those of a sister screen read the other way
#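 System: mouse IAP enzyme. Reagent: CDP-Star chemiluminescent phosphatase substrate. Benchmarks: DMSO wells, no-enzyme wells. Times: 30 min enzyme-substrate-compound incubation at room temperature. Detection: luminescence from enzymatic CDP-Star hydrolysis. Doses: test compounds delivered from DMSO solution.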
# The depositor's hits bear a star; nt = not tested or not shown.
SMILES,APOBEC3G inh,hIAP inh,NALP3 yeast inh,APOBEC3A inh,mIAP block,beta cell repl,TIM10 inh,tim10-1 inh,mIAP act
COc1ccccc1C(=O)N/C(=C/c1ccc2c(c1)OCO2)C(=O)Nc1cccc(C(=O)O)c1,-1,4,11,2,-16,-1,-8,21,1.2
Cc1ccc(NC(=O)CSc2cccc3cccnc23)c(C)c1,1,-38,28,6,-7,-4,4,25,1.1
CCOC(=O)Cn1nnnc1CN(Cc1cccs1)Cc1cc2cc(C)cc(C)c2[nH]c1=O,-5,-27,16,-3,3,0,10,30,0.97
O=C(Nc1nnc(-c2cccnc2)o1)c1cccc([N+](=O)[O-])c1,-8,2,-9,2,-11,-4,11,17,1.1
CC(C)=C(NC(=O)c1ccccc1)C(N)=O,-10,-6,2,-5,-6,-2,9,5,1.1
COC(=O)CCCC(=O)NC1CC(C)(C)Cc2c1cnn2-c1ccc(C)cc1 (stereo not given),-4,-11,12,3,-1,-2,6,1,1
CC(OC(=O)c1ccc(S(=O)(=O)NCc2ccco2)cc1)C(=O)Nc1ncc(Cl)cc1Cl (stereo not given),0,7,5,7,5,-2,-5,-1,0.95
Cc1nn(Cc2ccc(C(=O)n3cccn3)o2)c(C)c1Br,0,-17,22,3,5,0,1,10,0.95
O=c1nc(-c2ccccc2)cc(-c2ccccc2)[nH]1,-3,-5,-6,-4,8,0,19,1,0.92
Cc1nc(SCC(=O)NCc2ccco2)c2c3c(sc2n1)CCCC3,2,-2,46,0,1,5,4,23,0.99
COc1cccc(CNC(=O)CN2C(=O)COc3ccc(S(=O)(=O)N4CCCCCC4)cc32)c1,-2,2,14,-2,-6,3,-1,6,1.1
CCOc1cc(C(=O)NC(C)C2CCCO2)cc(OCC)c1OCC (stereo not given),-9,-15,1,-3,-8,0,-17,20,1.1
Cc1nn(-c2ccccc2)c(Cl)c1C(=O)OC(C)C(=O)Nc1ccc2c(c1)OCO2 (stereo not given),4,-14,7,5,-12,-2,11,34,1.1
Cc1cc(C)n(Cc2ccc(C(=O)Nc3ccc(Br)cc3C)o2)n1,-1,-8,3,1,-4,-2,3,12,1
CCC(=O)c1c(OCc2ccccc2)ccc2c(C)cc(=O)oc12,-6,13,13,-1,10,4,14,12,0.9
Cc1ccc(CCN2CC(C(=O)NC3CCCC3)CC2=O)cc1 (stereo not given),3,-7,-5,1,-6,-6,11,33,1.1
O=C(O)c1ccccc1OCCN1CCCC1=O,-5,-1,-11,1,21,5,-7,4,0.79
O=C(Cc1ccc(F)cc1)Nc1nc(-c2ccc(F)c(F)c2)cs1,-7,11,14,-7,-19,-3,1,12,1.2
CC1=C(C#N)C(c2ccc(O)cc2)C(C#N)=C(C)N1,-5,-9,-5,-2,-3,1,-3,-12,1
CCOC(=O)CC1=NN(c2ccccc2)C(=O)C1,-1,-19,15,-3,0,-1,19,12,1
CC(CCc1ccco1)NC(=O)Cn1nc(Cc2ccncc2)c2ccccc2c1=O (stereo not given),0,11,7,-2,-6,-3,-10,-2,1.1
CC1CC1C(=O)OCC(=O)Nc1cc(S(=O)(=O)N2CCCCC2)ccc1Cl (stereo not given),-3,8,1,-2,-2,0,14,9,1
COc1ccc(OCCCCc2c(C)n[nH]c2C)cc1,4,-21,1,1,-13,-3,13,5,1.1
Cc1c(OCC(=O)N2CCN(c3ccccc3)CC2)ccc2c3c(c(=O)oc12)CCCC3,-3,34,14,-10,2,-6,19,6,0.98
O=C(COC(=O)c1ccc2c(c1)OCO2)Nc1cccc(F)c1,-1,-6,15,-3,-14,-4,1,-14,1.1

# Single records, as listed above.
# Record of `CCOC(=O)Cn1nnnc1CN(Cc1cccs1)Cc1cc2cc(C)cc(C)c2[nH]c1=O` = APOBEC3G inh: -5; hIAP inh: -27; NALP3 yeast inh: 16; APOBEC3A inh: -3; mIAP block: 3; beta cell repl: 0; TIM10 inh: 10; tim10-1 inh: 30; mIAP act: 0.97
# Record of `Cc1nn(Cc2ccc(C(=O)n3cccn3)o2)c(C)c1Br` = APOBEC3G inh: 0; hIAP inh: -17; NALP3 yeast inh: 22; APOBEC3A inh: 3; mIAP block: 5; beta cell repl: 0; TIM10 inh: 1; tim10-1 inh: 10; mIAP act: 0.95

# Next section.
SMILES,APOBEC3G inh,hIAP inh,NALP3 yeast inh,APOBEC3A inh,mIAP block,beta cell repl,TIM10 inh,tim10-1 inh,mIAP act
O=[N+]([O-])c1cc(C(F)(F)F)cc([N+](=O)[O-])c1NCCNC(=S)Nc1cccc(F)c1,-4,11,28,-4,2,-4,22,25,0.97
Cc1nnc(NC(=O)C2CC(=O)N(Cc3ccccc3)C2)s1 (stereo not given),-10,2,13,-1,-3,1,-8,-12,1
CC(C)N(c1ccccc1)c1ccc(NC(=O)COC(=O)CCN2C(=O)c3cccc([N+](=O)[O-])c3C2=O)cc1,-6,-13,12,-2,6,-3,27,31,0.94
O=C(CN1C(=O)NC(Cc2c[nH]c3ccccc23)C1=O)Nc1ccccc1C(F)(F)F (stereo not given),2,-22,3,0,0,-3,6,-6,1
COc1ccc(C2N(c3cc(Cl)ccc3OC)C(=O)C3CCCN32)cc1 (stereo not given),-2,5,4,1,1,-3,11,10,0.99
CCOC(=O)c1cnc2c(Cl)cccc2c1NCCN1CCOCC1,-4,5,-4,-3,-8,2,-3,6,1.1
CCOc1cc(N2CCOCC2)c(OCC)cc1NC(=O)[C@H](C)N1C(=O)C2CC=CCC2C1=O (stereo not given in full),-6,1,4,1,-3,-4,8,9,1
COc1ccc(-c2n[nH]c(=S)n2-c2ccc(C)cc2C)cc1,0,-8,22,-2,-2,-3,31,39,1
O=C1C2C(c3ccccc3)CC=CC2[C@H](c2ccoc2)N1Cc1ccccc1 (stereo not given in full),-8,9,14,-2,-1,-8,12,34,1
COCc1cc(=O)n2[nH]cc(-c3ccsc3)c2n1,-9,4,-9,-4,12,4,1,-12,0.88
O=S(=O)(Nc1cc(S(=O)(=O)N2CCOCC2)ccc1NCC1CCCO1)c1ccccc1F (stereo not given),-3,5,22,-2,2,2,1,3,0.98
CN(C(=O)CSc1nnc(-c2ccc(C(C)(C)C)cc2)n1C)C1CCS(=O)(=O)C1 (stereo not given),-6,14,8,-4,1,-2,10,-2,0.99
COc1ccc(-c2c3c(=O)n(C)c(=O)n(C)c3cn2N2CCOCC2)cc1,-8,-4,0,0,-2,-3,2,10,1
Cc1ccc(NC(=O)CSc2ccccc2)cc1S(=O)(=O)N1CCCCC1,-3,2,14,1,-81,4,-3,12,1.8
Cc1ccc(CCNc2ccccc2)c[n+]1[O-],-5,-5,17,-3,0,0,4,9,1
Cc1nc2cc(O)ccc2n1C,-1,2,6,-3,8,0,10,4,0.92
CC1(C)CC(=O)C2=C(C1)OC(N)=C([N+](=O)[O-])C2c1cccs1 (stereo not given),3,14,15,2,7,0,-2,16,0.93
CCc1nc(NCCCCCO)c2nnn(Cc3ccccc3F)c2n1,-4,-7,18,-2,3,2,10,-2,0.97
c1coc(CNc2ncnc3sc4c(c23)CCCCC4)c1,7,6,-26,-14,2,2,32,27,0.98
CC(C)(C)NC(=O)NC(=O)COC(=O)c1ccc2c(c1)S(=O)(=O)N=C1CCCCCN12,-7,-4,1,-2,-16,-4,-20,2,1.2
COc1ccc(NC(=O)CSc2nc(C)cs2)cc1,-6,-2,20,4,15,1,11,3,0.85
CCOc1ccc(N/C=C/C(=O)c2ccccc2)cc1,-9,4,22,-2,10,-3,14,-18,0.91
COc1ccccc1C(=O)N=C1SC2CS(=O)(=O)CC2N1c1ccccc1 (stereo not given),0,-13,-6,-2,-1,-2,-15,-2,1
O=C(NCC1CCC(C(=O)O)CC1)c1cccnc1 (stereo not given),-8,-6,13,-8,2,0,-8,-13,0.97
COC(=O)[C@]1(C)N[C@H](CN(C)C(=O)C2CCCCC2)[C@@H]2C(=O)N(C)C(=O)[C@@H]21,-3,-38,19,-1,-20,-1,8,20,1.2

# Further results.
SMILES,APOBEC3G inh,hIAP inh,NALP3 yeast inh,APOBEC3A inh,mIAP block,beta cell repl,TIM10 inh,tim10-1 inh,mIAP act
O=C(O)CNC(=O)c1ccc(NC(=O)/C(=C/c2ccccc2)NC(=O)c2ccccc2)cc1,-6,-6,7,-2,3,0,-13,6,0.97
CC(C)C[C@H](NC(=O)[C@@H](O)[C@H](N)Cc1ccccc1)C(=O)O,-5,-14,-1,-3,-15,-2,4,-2,1.2
Cc1ccc(-c2nnc(NC(=O)c3c(F)cccc3Cl)s2)cc1,-10,-14,-2,-1,-2,-3,19,26,1
CCN1C(=O)[C@H]2[C@H]3CN=C(SCc4ccc(C)cc4)N3[C@@](Cc3ccccc3)(C(=O)OC)[C@H]2C1=O,2,nt,nt,6,-3,nt,4,24,1
CCOC(=O)c1c(C)[nH]c(C(=O)N(C)CC(=O)Nc2ccc(OC)cc2)c1C,-8,6,23,-1,-6,0,8,-5,1.1
CCc1ccc2oc(-c3cccc(N)c3)nc2c1,-6,-13,20,-3,9,-5,-9,35,0.91
CCOC(=O)/C=c1\s/c(=C(\C#N)C(=O)OCC)n(-c2ccccc2)c1=O,-2,25,6,1,12,0,10,27,0.88
O=C(NNC(=O)c1ccccc1Br)c1cccc(Cl)c1,-5,-6,3,4,-8,-1,5,10,1.1
CCOC(=O)c1cccc(S(=O)(=O)N(CCO)Cc2cc3cc(OC)c(OC)cc3[nH]c2=O)c1,-2,0,-10,-1,-6,-3,7,7,1.1
COc1cc(/C=N/NC(=O)c2cccnc2)ccc1OC(=O)c1ccc2c(c1)OCO2,-1,6,8,-2,1,-4,1,13,0.99
Cc1ccnc(NC(=O)Nc2ccc(F)cc2)c1,1,-21,33,6,-8,-5,10,24,1.1
COc1ccc(C(=O)Nc2ccc(-c3ccc(NC(=O)c4ccc(OC)cc4)c(OC)c3)cc2OC)cc1,-2,10,14,6,2,0,-9,6,0.98
COc1ccc([N+](=O)[O-])cc1NC(=O)Cc1noc2ccccc12,-4,-3,14,1,6,0,-18,5,0.94

# 3 compounds out of the list, ordered by heavy-atom count, lowest first.
SMILES,APOBEC3G inh,hIAP inh,NALP3 yeast inh,APOBEC3A inh,mIAP block,beta cell repl,TIM10 inh,tim10-1 inh,mIAP act
COc1ccc([N+](=O)[O-])cc1NC(=O)Cc1noc2ccccc12,-4,-3,14,1,6,0,-18,5,0.94
COc1cc(/C=N/NC(=O)c2cccnc2)ccc1OC(=O)c1ccc2c(c1)OCO2,-1,6,8,-2,1,-4,1,13,0.99
CCN1C(=O)[C@H]2[C@H]3CN=C(SCc4ccc(C)cc4)N3[C@@](Cc3ccccc3)(C(=O)OC)[C@H]2C1=O,2,nt,nt,6,-3,nt,4,24,1
